POLH inh = blocks human DNA polymerase eta activity; Q9Y253; actives 1.2% (n = 390,000); recombinant Pol eta, fluorescent DNA replication assay; Potency, µM (highest dose often 114 µM), for the others: top-dose activity change, negative = inhibition, most hits filed as inhibitors; note: potency is the fitted concentration of half-maximal effect; % is set by controls: 0 for no effect and ±100 for the full control effect
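Pol eta at 10 nM preincubated with compounds 15 min at room temperature; reaction started with fluorescent substrate (50 nM final) and read kinetically at 0 and 10 min.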
BLM helicase inh = inhibitors of human Bloom syndrome helicase BLM; recombinant BLM DNA unwinding, fluorescence dequenching; Potency, µM (doses to about 56.1 µM), without a hit: at the top dose activity change, negative = inhibition, hits mostly inhibitors; actives 0.2% (n = 350,000);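 note: potency is the fitted concentration of half-maximal effect; plate controls were vehicle for no effect and no enzyme for full effect; nearly all actives have a fitted effect of over 35% in size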
Pol beta inh = blocks human DNA polymerase beta activity | P06746 | Pol beta primer extension/strand displacement, fluorescence kinetic | Potency, µM (top dose mostly 114 µM), for inactives: at the highest dose activity change, negative = inhibition, hits mostly inhibitors | actives 1.3% (n = 340,000) | AID 485314; note: potency is the fitted concentration of half-maximal effect; % is set by controls: 0 for no effect and ±100 for the full control effect
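Human Pol beta at 10 nM; strand-displacement substrate 50 nM final. Compound exposure 15 min at room temperature before start, reaction 10 min at room temperature.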
APE1 inh = blocks human APE1 abasic DNA cleavage | recombinant APE1, TAMRA/BHQ-2 abasic DNA cleavage fluorescence | Potency, µM (highest dose often 65.8 µM), for inactives: top-dose activity change, negative = inhibition, actives largely listed as inhibitors | AID 2517 | actives 0.35% (n = 350,000) | P27695;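 note: potency is the fitted concentration of half-maximal effect; plate controls were vehicle for no effect and reference inhibitor for full effect; nearly all actives have a fitted effect of over 55% in size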
Target sequence (P27695 whole entry, looked up): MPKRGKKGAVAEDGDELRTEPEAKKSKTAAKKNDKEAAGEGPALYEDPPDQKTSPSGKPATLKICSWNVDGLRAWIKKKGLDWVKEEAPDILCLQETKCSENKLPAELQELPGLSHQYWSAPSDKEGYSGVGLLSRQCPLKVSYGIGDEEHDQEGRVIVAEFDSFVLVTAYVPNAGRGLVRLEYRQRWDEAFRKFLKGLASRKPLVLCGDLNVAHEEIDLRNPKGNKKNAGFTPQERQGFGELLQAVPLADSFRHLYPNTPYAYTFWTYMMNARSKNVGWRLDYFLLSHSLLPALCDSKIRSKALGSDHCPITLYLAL
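Compound pre-exposure to 0.75 nM APE1, 15 min at ambient temperature. Reaction initiated with 50 nM TAMRA/BHQ-2 THF substrate, read immediately in kinetic mode, 525 nm excitation, 598 nm emission.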
POLK inh = inhibitors of human DNA polymerase kappa; Potency, µM (series often up to 107 µM), for inactives: top-dose activity, negative = inhibition, hits mostly inhibitors; purified Pol kappa, fluorescent DNA synthesis assay, 10 min; actives 0.53% (n = 400,000); note: potency is the fitted concentration of half-maximal effect; % is set by controls: 0 for no effect and ±100 for the full control effect
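Kinetic fluorescence screen: compound preincubated 15 min RT with 10 nM enzyme; 50 nM substrate (final) initiates; reads at 0/10 min.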
RXFP1 antagonist = RXFP1 (human) relaxin receptor antagonism; actives 0.59% (n = 350,000); Q9HBX9; activity change, negative = inhibition, % at 57.5 µM; AID 1259400; HEK293-RXFP1, relaxin-stimulated cAMP HTRF, 30 min; stronger effect = lower value;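 active = activity change of -60% or lower, but not beyond a set lower limit; inconclusive = change between -60% and -40%, or beyond the set limit; inactive = change above -40%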; note: % is set by controls: 0 for no effect and ±100 for the full control effect
Pol iota inh = blocks human DNA polymerase iota activity; Q9UNA4; Pol iota fluorescent replication assay, 10 min; Potency, µM (doses to about 115 µM), without a hit: at the highest dose activity, negative = inhibition, usual class: inhibitors; actives 1% (n = 390,000); AID 588590; note: potency is the fitted concentration of half-maximal effect
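Pol iota at 10 nM preincubated 15 min with compounds at room temperature; reaction started with fluorescent substrate, 50 nM final. Fluorescence read kinetically at 0 and 10 min; buffer-only wells as negative control.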
Tb PGK inh = inhibitors of T. brucei phosphoglycerate kinase. P07378. PGK/GAPDH coupled, Kinase-Glo luminescence, 60 min. Potency, µM (titrated, usually from 57.5 µM), for inactives: at the top dose activity change, negative = inhibition, usual class: inhibitors. actives 0.043% (n = 380,000); note: potency is the fitted concentration of half-maximal effect; % is set by controls: 0 for no effect and ±100 for the full control effect; nearly all actives have a fitted effect of over 60% in size
Target sequence (P07378 whole entry, looked up): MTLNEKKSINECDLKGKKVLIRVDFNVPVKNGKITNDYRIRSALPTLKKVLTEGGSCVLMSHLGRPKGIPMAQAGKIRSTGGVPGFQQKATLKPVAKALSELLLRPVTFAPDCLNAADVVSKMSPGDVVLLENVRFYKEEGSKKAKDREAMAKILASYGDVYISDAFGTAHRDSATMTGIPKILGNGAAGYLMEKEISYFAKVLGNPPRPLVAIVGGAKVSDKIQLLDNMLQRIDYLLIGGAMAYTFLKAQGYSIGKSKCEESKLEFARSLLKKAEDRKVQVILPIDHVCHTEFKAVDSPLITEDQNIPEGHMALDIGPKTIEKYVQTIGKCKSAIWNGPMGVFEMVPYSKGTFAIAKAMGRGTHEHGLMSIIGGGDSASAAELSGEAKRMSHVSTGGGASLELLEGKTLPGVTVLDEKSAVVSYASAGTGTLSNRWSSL
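Recombinant glycosomal PGK reaction used 1,3-bisphosphoglycerate generated in-well by GAPDH (100nM final) in 100mM TEA pH 7.6, 5mM MgCl2, 0.01% Tween-20. After 60 minutes at room temperature, ATP was read by Kinase-Glo Plus luminescence end-point.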
Anesthetic bind = candidate novel general anesthetic via apoferritin binding | apoferritin/1-aminoanthracene competitive binding, fluorescence | Potency, µM (doses to about 77.5 µM), without a hit: at the top dose activity change, negative = displacement, actives largely listed as inhibitors | actives 0.074% (n = 350,000) | AID 485281; note: potency is the fitted concentration of half-maximal effect; % is set by controls: 0 for no effect and ±100 for the full control effect; nearly all actives have a fitted effect of over 20% in size
Target sequence (P02791 2-175 limits assumed): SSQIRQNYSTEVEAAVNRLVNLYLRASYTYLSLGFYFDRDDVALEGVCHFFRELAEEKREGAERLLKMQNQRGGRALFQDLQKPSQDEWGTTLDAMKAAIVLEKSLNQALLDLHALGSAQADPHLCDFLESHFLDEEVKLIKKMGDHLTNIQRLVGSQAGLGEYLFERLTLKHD
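Horse-spleen apoferritin (10 uM) was mixed with 50% saturated 1-aminoanthracene in PBS, exposed to compounds for 10 min at room temperature, and read for fluorescence (ex 380 nm, em 535 nm). Competitive displacement was fitted with a four-parameter Hill equation.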
An asterisk follows results filed as active; i = inactive; ? = inconclusive; · = not tested or not shown; & = joins results of further samples; [ ] = dose if it differs, or a comment. Unless noted, calls come from the whole dose curve; as a rule, active = well fitted curve in the direction sought with a large enough effect; inconclusive = small, poorly fitted or top-dose-only effect, or another doubt; inactive = no such curve, though single readings can be large; an effect the other way counts as inactive or inconclusive.

POLH inh	BLM helicase inh	Pol beta inh	APE1 inh	POLK inh	RXFP1 antagonist	Pol iota inh	Tb PGK inh	Anesthetic bind	Compound
1%	1%	4%	0%	-12%	4	-4%	1%	-21%	CNS(=O)(=O)c1cccc(C(=O)OCC(=O)N2CCc3ccccc3C2)c1
-7%	-10%	10%	8%	-8%	-7	-28%	-10%	1%	Nc1c(C(=O)N/N=C/c2ccc(OCc3ccccc3)cc2)cnn1-c1ccccc1
-8%	·	·	6%	-13%	3	-11%	i	·	CC(OC(=O)C1CCCC1)C(=O)Nc1ncc(Cl)cc1Cl (stereo not given)
-13%	-9%	0%	-1%	8%	3	21%	i	-5%	Cc1ccc(OC(=O)c2sc3ncn(C)c(=O)c3c2C)cc1
-17%	4%	6%	-4%	-6%	0	-8%	4%	-4%	CCn1ncc(/C=C2/SC(=S)NC2=O)c1C
-16%	-8%	18µM*	31%	-26%	0	?	-8%	-3%	Cc1nc2ccc(C(=O)N/N=C/c3ccc(O)cc3)cc2[nH]1
-1%	·	·	·	-13%	-7	12%	2%	·	CC(C)C(C)(C#N)NC(=O)COC(=O)C1CCN(S(=O)(=O)c2ccc3c(c2)OCCO3)CC1 (stereo not given)
11µM*	-20%	32µM*	?	?	-18	13µM*	-10%	-19%	CCN(CC)C(=O)CSc1nc2ccc(NC(=O)CSc3nnc(N)s3)cc2s1
-10%	·	·	26%	-4%	1	?	0%	·	COc1ccc(C(=O)NC2CCN(Cc3ccccc3)C2)cc1S(=O)(=O)N1CCOCC1 (stereo not given)
-16%	-3%	-16%	14%	-1%	-6	97%[activator]	-4%	-15%	COc1ccc(CNC(=O)CN(Cc2ccccc2Cl)C(=O)c2csnn2)cc1
-6%	-9%	1%	5%	-7%	-4	-26%	·	48%[activator]	COc1ccccc1C(CCNS(=O)(=O)c1ccc(C)cc1)c1ccco1 (stereo not given)
-1%	-2%	44%	-3%	-15%	-15	19%	-6%	-5%	N=C1/C(=C\c2ccc(OC(=O)c3ccco3)cc2)C(=O)N=C2SC=NN12
-7%	·	·	-2%	11%	-1	13%	-4%	·	Cc1noc(C)c1C(=O)OCC(=O)Nc1ccccc1SCC#N
-2%	-4%	?	2%	-10%	-12	-2%	0%	-3%	O=C(Cn1cnc2ccccc2c1=O)NCC(=O)N1CCOCC1
-8%	2%	36%	-5%	-8%	-1	17%	2%	-7%	C=CCNC(=O)CSc1nnc(-c2cccs2)o1
-5%	·	·	·	-6%	0	-3%	2%	·	CC(C)=CCc1c(O)cc2c(c1O)C(=O)CC(c1ccccc1)O2 (stereo not given)
8%	-2%	?	-6%	-8%	4	21%	-4%	4%	Cc1ccc(-c2cc(-c3c(C)nn(C)c(=O)c3N)[nH]n2)cc1
-9%	2%	3%	3%	2%	1	35%[activator]	-5%	1%	CC1=C(C(=O)Nc2ccc(C)cc2C)C(c2cccc(Cl)c2)n2nc(C(=O)OC(C)C)nc2N1 (stereo not given)
-2%	0%	24%	15%	-13%	11	28%	3%	-4%	O=C(O)CCN(Cc1ccccc1)S(=O)(=O)c1ccc(Cl)cc1F
-16%	-6%	?	7%	6%	-10	14%	-9%	-3%	COc1ccc(CCN2C(=O)CC(C(N)=O)SC2=Nc2ccc(F)cc2)cc1OC (stereo not given)
4%	-6%	-17%	0%	-9%	-12	-3%	-3%	-11%	NS(=O)(=O)c1ccc(-c2ccc(/C=N/NC(=O)c3ccc([N+](=O)[O-])cc3)o2)cc1
-10%	-3%	?	5%	1%	-8	17%	-10%	7%	NNC(=O)c1cc(C2CC2)nc2ccc(Br)cc12
-6%	·	·	27%	-36%	-16	?	0%	·	Cc1cc(Br)c(OCc2ccc(C(=O)N/N=C/c3ccc[nH]3)cc2)c(Br)c1
-8%	4%	-3%	?	-4%	-2	-2%	1%	-19%	COc1ccc(C2C3=C(NCCN=C3c3ccccc3)C(=O)N2c2ccccc2)c(OC)c1 (stereo not given)
-21%	-6%	12%	-5%	-2%	6	-18%[58.9 µM]	-3%	-11%	Cc1ccc(CN2CCSc3ccc(C(=O)N4CCN(c5ncccn5)CC4)cc32)cc1
0%	-2%	-1%	12%	-11%	-1	16%	-3%	-6%	COC(=O)C1Cc2c([nH]c3ccccc23)C(C)N1 (stereo not given)
2%	-1%	-13%	·	-9%	·	1%	-10%	-7%	CCc1ccc(NC(=O)Cn2c(=O)n(CCCCC(=O)NCCc3ccccc3)c(=O)c3ccccc32)cc1
-1%	-4%	-20%	0%	-7%	1	-7%	2%	-18%	O=S(=O)(c1cccs1)N1CN(C2CCCC2)c2nc3ccccc3nc21
-3%	-12%	3%	·	5%	-4	21%	-10%	4%	CCc1ccc(-c2nn(CC(=O)NC3CCCCC3)c3c2cnc2ccc(OC)cc23)cc1
-18%	1%	18%	-4%	-3%	-5	-9%	-5%	-10%	COc1ccc(-n2ccnc2SCC(=O)Nc2ccc(OC)cc2OC)cc1
-6%	-1%	4%	3%	-4%	1	9%	-6%	-15%	S=C(N/N=C1\C2CN3CCN(C2)CC1(c1ccccc1)C3)Nc1ccccc1
-9%	-7%	0%	22%	14%	·	35%[activator]	-5%	-2%	CS(=O)(=O)N(Cc1ccccc1)c1ccc(C(=O)NN=C2CCCCCC2)cc1
-15%	-3%	?	-13%	-9%	1	?	-6%	-10%	Cc1ccc(CN2CC(C(=O)Nc3ccc(F)c([N+](=O)[O-])c3)CC2=O)cc1 (stereo not given)
-5%	-7%	27%	12%	8%	0	33%[activator]	-9%	-5%	O=C(NCc1csc(-c2cccs2)n1)c1ccsc1
-3%	·	·	3%	14%	-5	9%	-9%	·	CC(NC(=O)c1ccc(NC(=O)CC2SC(N3CCCC3)=NC2=O)cc1)c1ccc(F)cc1 (stereo not given)
-19%	-6%	-2%	18%	-18%	-5	-18%	-3%	-6%	COC(=O)c1ccccc1NC(=O)CSc1nc(Nc2ccccc2)nc(N2CCOCC2)n1
-10%	-8%	-22%	45%	0%	-10	-25%	i	-18%	OC(COc1ccccc1)CN1CCN(C(c2ccccc2)c2ccccc2)CC1 (stereo not given)
32µM*	0%	?	?	?	·	?	1%	-2%	O=C(O)CCc1ccc(-c2cccs2)n1-c1ccc(C(=O)O)cc1
-15%	-13%	-8%	0%	-5%	-5	?	1%	-5%	CN(CC(=O)Nc1cccc2ccccc12)c1ccc(S(=O)(=O)N2CCOCC2)cn1
-13%	-2%	-9%	5%	2%	12	-11%	-5%	-9%	Cc1cc(C)c(OCCN2CC(C)OC(C)C2)c(Br)c1 (stereo not given)

Six structures from above, sorted by length of the SMILES, rising.
POLH inh	BLM helicase inh	Pol beta inh	APE1 inh	POLK inh	RXFP1 antagonist	Pol iota inh	Tb PGK inh	Anesthetic bind	Compound
0%	-2%	-1%	12%	-11%	-1	16%	-3%	-6%	COC(=O)C1Cc2c([nH]c3ccccc23)C(C)N1 (stereo not given)
-10%	-8%	-22%	45%	0%	-10	-25%	i	-18%	OC(COc1ccccc1)CN1CCN(C(c2ccccc2)c2ccccc2)CC1 (stereo not given)
-9%	-7%	0%	22%	14%	·	35%[activator]	-5%	-2%	CS(=O)(=O)N(Cc1ccccc1)c1ccc(C(=O)NN=C2CCCCCC2)cc1
-3%	-12%	3%	·	5%	-4	21%	-10%	4%	CCc1ccc(-c2nn(CC(=O)NC3CCCCC3)c3c2cnc2ccc(OC)cc23)cc1
-8%	4%	-3%	?	-4%	-2	-2%	1%	-19%	COc1ccc(C2C3=C(NCCN=C3c3ccccc3)C(=O)N2c2ccccc2)c(OC)c1 (stereo not given)
2%	-1%	-13%	·	-9%	·	1%	-10%	-7%	CCc1ccc(NC(=O)Cn2c(=O)n(CCCCC(=O)NCCc3ccccc3)c(=O)c3ccccc32)cc1

(further entries)
POLH inh	BLM helicase inh	Pol beta inh	APE1 inh	POLK inh	RXFP1 antagonist	Pol iota inh	Tb PGK inh	Anesthetic bind	Compound
-23%&-9%	-9%&-8%	2%&-13%	-8%	-7%	-19&-24	22%&10%	-9%	-15%&-15%	CCc1nc2ccc(C(=O)N3CCN(c4cccc(Cl)c4)CC3)cc2nc1CC
-20%	0%	29%	?	-11%	-8	14%	1%	-14%	COc1cccc(-c2nnc(SCc3nc4ccccc4s3)n2C)c1
-8%	·	·	8%	-8%	-10	-17%	-2%	·	COC(=O)c1ccc(C)c(NC(=O)CSc2nc3[nH]c(=O)cc(O)c3s2)c1
-12%	-4%	-10%	?	-15%	-6	3%	i	-15%	C=CCN1CN(S(=O)(=O)c2cccs2)c2nc3ccccc3nc21
2%	0%	77%	-1%	1%	20	5%	-5%	-12%	CCN(CC)C(=O)CSc1nnc(-c2cnccn2)n1-c1ccc(C)cc1
-21%	0%	18%	-1%	-8%	-1	22%	2%	-4%	Cc1cnn(-c2cc(N/N=C/c3ccccc3)ncn2)c1
-23%	5%	28%	-29%	2%	2	34%[activator]	-8%	-6%	COc1ccccc1C(=O)C1CCCN(Cc2cccc(OCCO)c2)C1 (stereo not given)
-10%	-7%	0%	-9%	-8%	-10	12%	-3%	-2%	COc1cccc(-c2csc(N3CCN(C(=S)Nc4ccccc4OC)CC3)n2)c1
-18%	-2%	2%	16%	4%	-36	55%[activator]	i	-18%	OC(COc1ccc(CN2CCCCO2)cc1)CN1CCCCC1 (stereo not given)
-21%	0%	28%	29%	2%	3	22%	4%	-5%	O=C(c1ccc(S(=O)(=O)Cc2ccccc2Cl)c([N+](=O)[O-])c1)N1CCOCC1
-15%	-2%	0%	1%	-8%	-4	30%[activator]	2%	0%	COc1ccc(C2CC(c3ccccc3C)n3nc(N)nc3N2)cc1 (stereo not given)
3%	-2%	-3%	-1%	1%	19	160%[activator]	1%	-5%	O=C(NNC(=O)c1ccccc1[N+](=O)[O-])c1ccccc1[N+](=O)[O-]
4%	-2%	2%	-21%	-12%	13	3%	7%	-3%	Cc1noc(/C=C/N(C)C)c1S(=O)(=O)N1CCCC(C(=O)Nc2ccccc2F)C1 (stereo not given)
-11%	-17%	-1%	21%	-12%	2	21%	-7%	-17%	Cc1cc(C)c(S(=O)(=O)NCC23C=CC(O2)C2C(=O)N(c4ccccc4)C(=O)C23)c(C)c1 (stereo not given)
-6%	-2%	23%	-2%	-14%	-12	?	3%	-4%	CCOC(=O)CC(=O)CSc1nc(-c2cccnc2)cc(C)c1C#N

Only part of the results is shown. The share of hits here may be higher or lower than overall.
